Screening data as filed in PubChem.
mABHD4 FP – inhibits mouse alpha/beta hydrolase domain 4 | purified mABHD4, FP-Rh probe fluorescence polarization | Q8VD66 | 370,000 compounds, 0.54% hits | AID 720543 | inhibition, % at 8.92 µM;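 active = inhibition exceeding the mean over every tested compound plus 3 SD, cut at about 30% in these data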;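 also: 0% = plate median of compound wells and 100% = S159A mutant with DMSO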
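Test system: mouse ABHD4 enzyme, wild type. Reagent: FP-Rh fluorescent activity-based probe, added after compound pre-incubation. Timing: pre-incubation 45 min, probe exposure 60 min, at 25 °C. Technique: FP readout, ex 525 nm / em 598 nm. Benchmarks: high control S159A mutant with DMSO, low control median of compound wells.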
HTRA1 inh – HTRA1 (human) protease inhibition. 340,000 compounds, 0.5% hits. inhibition, % at 5.96 µM. recombinant HTRA1, FP-rhodamine activity-based probe, fluorescence polarization. AID 504803. Q92743; in the data active = inhibition above about 36%;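 also: 0% = enzyme with DMSO and 100% = wells lacking enzyme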
Target sequence (Q92743 whole entry, looked up): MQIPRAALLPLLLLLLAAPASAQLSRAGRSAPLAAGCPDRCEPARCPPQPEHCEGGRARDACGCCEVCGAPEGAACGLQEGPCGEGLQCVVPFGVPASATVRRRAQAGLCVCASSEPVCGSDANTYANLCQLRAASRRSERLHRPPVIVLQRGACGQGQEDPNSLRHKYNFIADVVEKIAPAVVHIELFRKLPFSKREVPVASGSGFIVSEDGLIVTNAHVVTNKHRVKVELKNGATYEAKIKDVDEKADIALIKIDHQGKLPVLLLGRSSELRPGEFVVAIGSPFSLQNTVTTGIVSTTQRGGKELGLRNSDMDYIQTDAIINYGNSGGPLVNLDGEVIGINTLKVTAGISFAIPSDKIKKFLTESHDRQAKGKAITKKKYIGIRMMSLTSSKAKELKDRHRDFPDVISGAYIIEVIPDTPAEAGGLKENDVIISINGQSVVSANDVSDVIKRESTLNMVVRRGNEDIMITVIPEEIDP
TCR CD3 inh – blocks the human TCR-CD3 interaction; TAMRA-labeled TCR probe fluorescence, biochemical; inhibition, % at 9.4 µM; 360,000 compounds, 0.37% hits; in the data active = inhibition above about 19%;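 also: recombinant mutant TCR 2C K166C tagged with TAMRA read by polarization; 0% = receptor in buffer alone and 100% = receptor with positive control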
MBD2 DNA inh – blocks human MBD2 binding to methylated DNA | Q9UBB5 | TR-FRET, MBD2 binding to methylated oligonucleotide | inhibition, % at 4.4 µM | 370,000 compounds, 0.31% hits | AID 686964; in the data active = inhibition above about 13%
UHRF1 MBD2 ctr – UHRF1 methyl-DNA binding inhibition | Q96T88 | UHRF1 binding to methylated oligo, TR-FRET | inhibition, % at 4.4 µM | 370,000 compounds, 0.75% hits | AID 687016; in the data active = inhibition above about 21%;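 also: UHRF1 SRA domain binding a hemimethylated CpG hairpin DNA probe; 0% = median of test compound wells and 100% = reference inhibitor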
PRMT1 FP inh – inhibitors of human PRMT1; recombinant PRMT1, activity-based probe fluorescence polarization; inhibition, % at 2.79 µM; 370,000 compounds, 1.3% hits; AID 652257;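 active = inhibition above about 21% made by adding two undisclosed values, limit read from the data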
GC-A act – GC-A (human) enzyme activation; P16066; HEK293 GC-A cells, cGMP TR-FRET, EC30 ANP; 0% at EC30 ANP, 100% saturating ANP; activation, % at 10 µM; 370,000 compounds, 0.14% hits; in the data active = activation above about 40%
SIAE inh – blocks human sialic acid acetylesterase. SIAE FP-Rh probe binding, fluorescence polarization. inhibition, % at 9.66 µM. 370,000 compounds, 0.69% hits. AID 1053197;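 active = inhibition above a cutoff: mean of compounds within the control limits plus 3 SD of those, cut at about 17% in these data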;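 also: 0% = plate median of compound wells and 100% = probe without SIAE protein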
Target sequence (Q9HAT2 whole entry, looked up): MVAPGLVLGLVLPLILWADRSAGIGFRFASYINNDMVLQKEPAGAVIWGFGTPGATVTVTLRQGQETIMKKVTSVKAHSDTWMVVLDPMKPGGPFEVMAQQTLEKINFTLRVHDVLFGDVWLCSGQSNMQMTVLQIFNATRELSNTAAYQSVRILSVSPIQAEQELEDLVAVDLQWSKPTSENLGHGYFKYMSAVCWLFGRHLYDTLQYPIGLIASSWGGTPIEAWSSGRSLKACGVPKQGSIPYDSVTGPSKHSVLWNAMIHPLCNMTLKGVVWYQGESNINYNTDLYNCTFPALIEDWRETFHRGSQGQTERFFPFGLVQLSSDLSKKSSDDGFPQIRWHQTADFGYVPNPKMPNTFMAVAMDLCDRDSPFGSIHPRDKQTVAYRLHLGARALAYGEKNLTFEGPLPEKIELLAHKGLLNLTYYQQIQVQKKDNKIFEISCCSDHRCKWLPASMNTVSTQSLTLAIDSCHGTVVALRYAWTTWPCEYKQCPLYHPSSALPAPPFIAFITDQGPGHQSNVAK
rCAG RNA binder – r(CAG) repeat RNA binding; TO-PRO-1 dye displacement fluorescence; inhibition, % at 3 µM; 370,000 compounds, 1.3% hits;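 active = inhibition above the plate cutoff, the mean of all test compounds on that plate plus 3 SD, cut at about 35% in these data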;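 also: 0% = DMSO alone and 100% = 100 µM mitoxantrone as full dye displacement; higher means more dye released from RNA so lower well fluorescence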
GC-B act – GC-B (human) receptor activation | P20594 | HEK293-GC-B cells, CNP EC30, cGMP TR-FRET; 0% at EC30 CNP, 100% saturating CNP | activation, % at 10 µM | 370,000 compounds, 0.11% hits | AID 1920062;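 active = activation at 10 µM reaching about 35% in either raw or pattern-adjusted values, limit read from the data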
The depositor's hits bear a star. Only part of the results is shown; the hit share may differ from the screen's.

What do the screens show for `CCN(C[C@H]1N[C@@](C)(C(=O)OC)[C@H]2C(=O)N(Cc3ccccc3)C(=O)[C@@H]12)S(=O)(=O)c1ccc(C(C)(C)C)cc1`?
mABHD4 FP: -6; HTRA1 inh: -7; TCR CD3 inh: -6; MBD2 DNA inh: 1; UHRF1 MBD2 ctr: 4; PRMT1 FP inh: -4; GC-A act: -2; SIAE inh: -1; rCAG RNA binder: 5; GC-B act: 0

What do the screens show for `COc1ccccc1NS(=O)(=O)c1ccc2c(c1)n(C)c(=O)n2C`?
mABHD4 FP: -1; HTRA1 inh: -7; TCR CD3 inh: 5; MBD2 DNA inh: 3; UHRF1 MBD2 ctr: 0; PRMT1 FP inh: -1; GC-A act: 2; SIAE inh: 7; rCAG RNA binder: -1; GC-B act: -2

How did O=C(O)c1ccc(N=Cc2nc(-c3ccco3)oc2O)cc1 do in these assays?
mABHD4 FP: -5; HTRA1 inh: -1; TCR CD3 inh: 3; MBD2 DNA inh: -7; UHRF1 MBD2 ctr: -3; PRMT1 FP inh: 0; GC-A act: -8; SIAE inh: 4; rCAG RNA binder: 1; GC-B act: -1

How did COc1ccc(C(C(=O)NC2CCCC2)N(C(=O)c2snc(-c3ccc(F)cc3)c2N)c2cccc(F)c2)cc1 (centres undefined) do in these assays?
mABHD4 FP: 0; HTRA1 inh: -3; TCR CD3 inh: 0; MBD2 DNA inh: 1; UHRF1 MBD2 ctr: 4; PRMT1 FP inh: -3; GC-A act: 2; SIAE inh: 7; rCAG RNA binder: 0; GC-B act: -4

Results for CCc1ccc(CNC(=O)Cc2ccc(NC(=O)C3=C(C)OCCS3)cc2)cc1 ?
mABHD4 FP: 10; HTRA1 inh: -1; TCR CD3 inh: 8; MBD2 DNA inh: 4; UHRF1 MBD2 ctr: -4; PRMT1 FP inh: 1; GC-A act: 2; SIAE inh: 10; rCAG RNA binder: 6; GC-B act: 0

Results for CC(C)CCNC(=O)C1CCN(c2cncnc2)CC1 ?
mABHD4 FP: -1; MBD2 DNA inh: -5; UHRF1 MBD2 ctr: 0; PRMT1 FP inh: 2; GC-A act: 3; SIAE inh: 4; rCAG RNA binder: 2; GC-B act: -6

What do the screens show for `Cc1c(C(=O)N2CCOCC2)oc2ccc(S(=O)(=O)N3CCCC3)cc12`?
mABHD4 FP: 5; HTRA1 inh: -5; TCR CD3 inh: 5; MBD2 DNA inh: -5; UHRF1 MBD2 ctr: 1; PRMT1 FP inh: 2; GC-A act: 8; SIAE inh: -2; rCAG RNA binder: -4; GC-B act: -1

How did Cc1cccc(/C=N/NC(=O)c2cc(C3CC3)nc3ccccc23)n1 do in these assays?
mABHD4 FP: -2; HTRA1 inh: 8; TCR CD3 inh: 2; MBD2 DNA inh: -3; UHRF1 MBD2 ctr: -2; PRMT1 FP inh: -1; GC-A act: 2; SIAE inh: -2; rCAG RNA binder: 0; GC-B act: 7

What do the screens show for `CCN1C(=O)Nc2cccc3cccc1c23`?
mABHD4 FP: 1; HTRA1 inh: 12; TCR CD3 inh: 2; MBD2 DNA inh: -10; UHRF1 MBD2 ctr: -7; PRMT1 FP inh: -5; GC-A act: 12; SIAE inh: 5; rCAG RNA binder: 0; GC-B act: 20

What do the screens show for `CC1(C(=O)NC2CCCCC2)CCC(=O)N1CCOc1ccccc1` (centres undefined)?
mABHD4 FP: -3; TCR CD3 inh: -3; MBD2 DNA inh: -1; UHRF1 MBD2 ctr: 4; PRMT1 FP inh: 2; GC-A act: -5; SIAE inh: 9; rCAG RNA binder: 2; GC-B act: -4

How did C=C(C)Cn1c(SCC(=O)NCc2ccco2)nc2sc3c(c2c1=O)CCC3 do in these assays?
mABHD4 FP: -10; HTRA1 inh: -8; TCR CD3 inh: -3; MBD2 DNA inh: -1; UHRF1 MBD2 ctr: 0; PRMT1 FP inh: 1; GC-A act: -8; SIAE inh: -2; rCAG RNA binder: 4; GC-B act: -3

Results for COc1ccc(-c2cccc(-c3nc4ccc(Cl)cn4c3NC3CCCCC3)c2)cc1 ?
mABHD4 FP: -6; HTRA1 inh: 1; TCR CD3 inh: -3; MBD2 DNA inh: -2; UHRF1 MBD2 ctr: -3; PRMT1 FP inh: -1; GC-A act: 43*; SIAE inh: 2; rCAG RNA binder: 5; GC-B act: 50*

What do the screens show for `COc1cccc(-n2nnnc2SCC(=O)Nc2ccc3c(c2)OCCO3)c1`?
mABHD4 FP: 7; HTRA1 inh: 2; TCR CD3 inh: -3; MBD2 DNA inh: 11; UHRF1 MBD2 ctr: 15; PRMT1 FP inh: 2; GC-A act: 1; SIAE inh: -9; rCAG RNA binder: -5; GC-B act: 7

What do the screens show for `O=C(NCCOc1ccccc1F)c1cccc(S(=O)(=O)N2CCN(c3ccccc3)CC2)c1`?
mABHD4 FP: -20; HTRA1 inh: -20; TCR CD3 inh: -10; MBD2 DNA inh: 3; UHRF1 MBD2 ctr: 3; PRMT1 FP inh: 7; GC-A act: -1; SIAE inh: -7; rCAG RNA binder: 6; GC-B act: 8

Results for Cc1cc2occ(CC(=O)N(C)CC(=O)Nc3ccccc3Cl)c2cc1C ?
mABHD4 FP: -11; HTRA1 inh: -11; TCR CD3 inh: -9; MBD2 DNA inh: -4; UHRF1 MBD2 ctr: 4; PRMT1 FP inh: -6; GC-A act: -1; SIAE inh: -1; rCAG RNA binder: 3; GC-B act: -4

Results for Cc1ccc(NC(=O)C2CCCN(c3ncccn3)C2)cc1F (centres undefined) ?
mABHD4 FP: -3; HTRA1 inh: -11; TCR CD3 inh: 8; MBD2 DNA inh: 1; UHRF1 MBD2 ctr: 1; PRMT1 FP inh: -2; GC-A act: 0; SIAE inh: 5; rCAG RNA binder: -1; GC-B act: -2

What do the screens show for `CCOC(=O)C1CCN(c2c(N3CCCCCC3)c(=O)c2=O)CC1`?
mABHD4 FP: 7; HTRA1 inh: -5; TCR CD3 inh: -9; MBD2 DNA inh: 0; UHRF1 MBD2 ctr: 1; PRMT1 FP inh: 3; GC-A act: 3; SIAE inh: 1; rCAG RNA binder: 0; GC-B act: 4

How did O=C(O)C1CC(=O)N(c2ccc(F)cc2)C1 (centres undefined) do in these assays?
mABHD4 FP: 4; HTRA1 inh: -7; TCR CD3 inh: -3; MBD2 DNA inh: -1; UHRF1 MBD2 ctr: 0; PRMT1 FP inh: -2; GC-A act: 0; SIAE inh: 2; rCAG RNA binder: 0; GC-B act: 3

What do the screens show for `Cn1c(SCC(=O)N2CCOCC2)nnc1-c1cccc(NC(=O)c2ccccc2F)c1`?
mABHD4 FP: 4; HTRA1 inh: 2; TCR CD3 inh: -3; MBD2 DNA inh: -1; UHRF1 MBD2 ctr: 4; PRMT1 FP inh: -1; GC-A act: 6; SIAE inh: -1; rCAG RNA binder: -3; GC-B act: -1

Results for CCOc1ccc(Cc2nc(N)nc(N)n2)cc1 ?
mABHD4 FP: -1; HTRA1 inh: 1; TCR CD3 inh: 4; MBD2 DNA inh: -3; UHRF1 MBD2 ctr: -1; PRMT1 FP inh: -3; GC-A act: -2; SIAE inh: -9; rCAG RNA binder: 4; GC-B act: -2

What do the screens show for `CCOc1ccc(C2=CSC3=NCCN23)cc1`?
mABHD4 FP: 7; HTRA1 inh: -6; TCR CD3 inh: 0; MBD2 DNA inh: -5; UHRF1 MBD2 ctr: -2; PRMT1 FP inh: 16; GC-A act: -4; SIAE inh: 7; rCAG RNA binder: 3; GC-B act: 5

What do the screens show for `Cc1ccc(NC(=O)c2cc3nc(C)cc(C)n3n2)cc1`?
mABHD4 FP: 1; HTRA1 inh: 0; TCR CD3 inh: -1; MBD2 DNA inh: -4; UHRF1 MBD2 ctr: -3; PRMT1 FP inh: -1; GC-A act: 3; SIAE inh: 3; rCAG RNA binder: 2; GC-B act: 2

What do the screens show for `COc1ccc(S(=O)(=O)N2CCCC(C(=O)O)C2)cc1Cl` (centres undefined)?
mABHD4 FP: 7; HTRA1 inh: -1; TCR CD3 inh: 0; MBD2 DNA inh: 2; UHRF1 MBD2 ctr: -1; PRMT1 FP inh: -1; GC-A act: 5; SIAE inh: 1; rCAG RNA binder: 0; GC-B act: 0

What do the screens show for `O=C(COC(=O)C12CC3CC(CC(O)(C3)C1)C2)NCCc1ccc(Cl)cc1`?
mABHD4 FP: 3; HTRA1 inh: -22; TCR CD3 inh: -8; MBD2 DNA inh: 0; UHRF1 MBD2 ctr: -1; PRMT1 FP inh: -2; GC-A act: 2; SIAE inh: 0; rCAG RNA binder: -5; GC-B act: 3

How did CC(Sc1nnnn1C)C(=O)NC1CCCC1 (centres undefined) do in these assays?
mABHD4 FP: 3; HTRA1 inh: 6; TCR CD3 inh: -4; MBD2 DNA inh: 3; UHRF1 MBD2 ctr: -3; PRMT1 FP inh: -1; GC-A act: -2; SIAE inh: 6; rCAG RNA binder: 0; GC-B act: -1

Results for COC(=O)CCCCC1SCC2NC(=O)NC21 (centres undefined) ?
mABHD4 FP: 8; HTRA1 inh: -7; TCR CD3 inh: -1; MBD2 DNA inh: 0; UHRF1 MBD2 ctr: 1; PRMT1 FP inh: -2; GC-A act: -4; SIAE inh: 3; rCAG RNA binder: 2; GC-B act: 1

How did CCOC(=O)N1CCN(C(=O)c2oc3ccc(S(=O)(=O)N4CCCCCC4)cc3c2C)CC1 do in these assays?
mABHD4 FP: 1; HTRA1 inh: 0; TCR CD3 inh: -4; MBD2 DNA inh: 0; UHRF1 MBD2 ctr: 4; PRMT1 FP inh: 3; GC-A act: 2; SIAE inh: 1; rCAG RNA binder: -6; GC-B act: -5

How did COCCN(CCOC)S(=O)(=O)NC[C@H]1O[C@@H](n2cnc3c(N)ncnc32)[C@H](O)[C@@H]1O do in these assays?
mABHD4 FP: 7; HTRA1 inh: 4; TCR CD3 inh: 5; MBD2 DNA inh: -2; UHRF1 MBD2 ctr: 0; PRMT1 FP inh: 0; GC-A act: -1; SIAE inh: 2; rCAG RNA binder: 3; GC-B act: -1

How did O=C(CSc1nncc(=O)[nH]1)NC1CCCCC1 do in these assays?
mABHD4 FP: 2; HTRA1 inh: 11; TCR CD3 inh: 8; MBD2 DNA inh: -4; UHRF1 MBD2 ctr: 0; PRMT1 FP inh: -3; GC-A act: -1; SIAE inh: 2; rCAG RNA binder: -5; GC-B act: 5

What do the screens show for `C[C@@H](N)C(=O)N[C@H]1CCC2C3CC=C4C[C@@H](O)CC[C@]4(C)C3CC[C@@]21C` (some centres undefined)?
mABHD4 FP: 4; HTRA1 inh: -5; TCR CD3 inh: 7; MBD2 DNA inh: -4; UHRF1 MBD2 ctr: 7; PRMT1 FP inh: 1; GC-A act: -6; SIAE inh: 2; rCAG RNA binder: -2; GC-B act: 0

How did CC(CC(=O)Nc1ccc2c(c1)c(=O)n(C)n2-c1cccs1)c1ccccc1 (centres undefined) do in these assays?
mABHD4 FP: -1; TCR CD3 inh: -2; MBD2 DNA inh: -1; UHRF1 MBD2 ctr: -2; PRMT1 FP inh: -1; GC-A act: -1; SIAE inh: 7; rCAG RNA binder: 2; GC-B act: 3

How did O=C(Cn1cnc2sc3c(c2c1=O)CCCC3)NCC(=O)Nc1c(F)cccc1F do in these assays?
mABHD4 FP: 3; HTRA1 inh: -1; TCR CD3 inh: 6; MBD2 DNA inh: 9; UHRF1 MBD2 ctr: 22*; PRMT1 FP inh: 3; GC-A act: 1; SIAE inh: 4; rCAG RNA binder: 0; GC-B act: -6
